Assay outcomes as filed in PubChem.
GLP1R ag = agonists of human GLP-1 receptor. HEK293 GLP-1R CRE-luciferase, luminescence, 4-6 h; cells express a hypersensitive GLP-1R form. hit rate 0.007% among 380,000. P43220. Potency, µM (highest dose often 45.6 µM), inactives show at the top dose activation, usual class: activators. AID 624172; further: potency means the concentration at half of the fitted maximal effect; % of control where 0% means no effect
Target sequence (P43220 whole entry, looked up): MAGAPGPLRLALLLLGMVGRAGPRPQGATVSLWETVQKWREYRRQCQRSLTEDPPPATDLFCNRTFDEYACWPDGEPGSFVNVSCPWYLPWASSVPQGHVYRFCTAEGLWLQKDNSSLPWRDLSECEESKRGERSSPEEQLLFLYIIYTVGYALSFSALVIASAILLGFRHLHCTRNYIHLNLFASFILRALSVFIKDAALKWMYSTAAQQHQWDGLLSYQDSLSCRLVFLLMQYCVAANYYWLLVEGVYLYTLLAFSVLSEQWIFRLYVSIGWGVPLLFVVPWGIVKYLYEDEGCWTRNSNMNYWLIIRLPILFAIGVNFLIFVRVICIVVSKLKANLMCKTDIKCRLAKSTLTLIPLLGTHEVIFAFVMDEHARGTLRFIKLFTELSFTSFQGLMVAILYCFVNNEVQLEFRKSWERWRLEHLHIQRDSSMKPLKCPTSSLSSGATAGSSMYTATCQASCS
GLP-1R inv ag = acts as inverse agonist at human GLP-1 receptor | HEK293 GLP-1R CRE-luciferase, luminescence, 24 h; GLP-1R form is constitutively active | Potency, µM (highest dose often 38.3 µM), inactives show top-dose activity change, negative = inhibition, usual class: inhibitors | hit rate 1.6% among 410,000 | AID 624417; further: potency means the concentration at half of the fitted maximal effect; on the % scale 0 is the no-effect control and ±100 the full control effect; nearly all actives have a fitted effect of over 55% in size
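Using stably transfected HEK293 (constitutively active GLP-1R, cAMP-luciferase reporter), compounds were incubated 24 hr and luciferase measured by luminescence.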
aSyn yeast inh = inhibitors of alpha-synuclein toxicity in yeast; Yeast expressing alpha-synuclein, growth rescue, BacTiter-Glo, 24 h; Potency, µM (titrated, usually from 46.1 µM), inactives show top-dose growth rescue (activation), most hits filed as activators; hit rate 0.14% among 370,000; further: potency means the concentration at half of the fitted maximal effect; % of control where 0% means no effect; nearly all actives have a fitted effect of over 65% in size
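Readout is rescue of growth in alpha-synuclein-expressing yeast, so inhibitors of toxicity appear as activators. Growth after 24 hr at 30 deg C in galactose medium is quantified by luminescence.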
TDP43 rescue = inhibitors of TDP-43 toxicity in yeast; TDP-43 expressing yeast growth rescue, BacTiter-Glo, 24 h; Potency, µM (titrated, usually from 46.1 µM), for inactives: at the top dose growth rescue (activation), usual class: activators; hit rate 1.8% among 410,000; AID 652104; further: potency means the concentration at half of the fitted maximal effect; % of control where 0% means no effect; nearly all actives have a fitted effect of over 50% in size
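Galactose-induced TDP-43 yeast, OD600=0.02, compound pinned; 24 hr, 30 deg C; BacTiter-Glo luminescence for growth. Inhibitors of TDP-43 toxicity read as activators.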
FUS suppressor = suppressors of FUS proteinopathy in yeast; Potency, µM (doses to about 76.6 µM), without a hit: at the top dose growth rescue (activation), actives largely listed as activators; S. cerevisiae FUS-expressing, growth rescue, OD600, 24 h; hit rate 0.24% among 390,000;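 further: potency means the concentration at half of the fitted maximal effect; plate controls were DMSO vehicle for no effect and reference control for full effect; nearly all actives have a fitted effect of over 55% in size; some results filed as inactive show a strong effect at the top dose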
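Absorbance at 600 nm, taken 24hr after compound addition, measured rescue of FUS-yeast growth at 30C. Induction used 2% galactose with seeding at OD 0.005. Controls: CP55940 from 92uM final, DMSO only.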
pAkt inh = Akt phosphorylation inhibition; Neuro2A IGF-stimulated pAkt S473 HTRF, 20 min; stronger effect = lower value; activity change, % for hits at 50 µM; hit rate 0.32% among 360,000; AID 651550; in the data active means activity change below about -80%; inconclusive means mostly about -51% to -80%; further: on the % scale 0 is the no-effect control and ±100 the full control effect
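Neuro2A cells in DMEM with 0.5% FBS, overnight at 37 deg C, given compound at single 50 µM final, then IGF (6 nM final) for 20 min at 37 deg C. Lysed; phospho-Akt Ser473 by HTRF after 24 h, 665/615 ratio.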
DRD3 antagonist = antagonists of human D3 dopamine receptor. max response, negative = inhibition, %. hit rate 2.5% among 360,000. AID 652054. D3R cells, DiscoveRx beta-arrestin luminescence, antagonist mode; stronger effect = lower value. P35462; in the data active means max response below about -50%; inconclusive means no clear call, values can overlap the other calls; further: on the % scale 0 is the no-effect control and ±100 the full control effect; mostly tested at two doses, the higher about 12 µM
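Cells plated overnight at 1500 cells/well, then exposed to library compounds with dopamine controls for 90 minutes at 37 degrees C. DiscoveRx reagent added for 30–60 minutes at room temperature; luminescence read, quantitative HTS format.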
Abeta yeast res = compounds reversing amyloid beta toxicity in yeast; Potency, µM (top dose mostly 46.1 µM), without a hit: at the highest dose growth rescue, hits mostly activators; yeast expressing A-beta42, growth rescue, OD600, 48 h; response scale: 0% DMSO, 100% iron-clioquinol control; hit rate 0.063% among 410,000; AID 1347071; further: potency means the concentration at half of the fitted maximal effect; nearly all actives have a fitted effect of over 55% in size
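Yeast A-beta toxicity model in growth medium with pinned compounds, 48 h at 30 C; growth read as absorbance at 600 nm. Normalized to FeCl3/clioquinol equimolar mix (positive) and DMSO (negative).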
PTHR1 ag = PTHR1 (human) receptor agonism | hit rate 0.075% among 410,000 | Q03431 | Potency, µM (highest dose often 115 µM), without a hit: top-dose activation, most hits filed as activators | HEK293 GP2 PTHR1 cells, GloSensor cAMP luminescence, 1 h | AID 743266; further: potency means the concentration at half of the fitted maximal effect; nearly all actives have a fitted effect of over 55% in size; some results filed as inactive show a strong effect at the top dose; inactives centre near -15; many of its hits are not listed in these tables
Target sequence (Q03431 whole entry, looked up): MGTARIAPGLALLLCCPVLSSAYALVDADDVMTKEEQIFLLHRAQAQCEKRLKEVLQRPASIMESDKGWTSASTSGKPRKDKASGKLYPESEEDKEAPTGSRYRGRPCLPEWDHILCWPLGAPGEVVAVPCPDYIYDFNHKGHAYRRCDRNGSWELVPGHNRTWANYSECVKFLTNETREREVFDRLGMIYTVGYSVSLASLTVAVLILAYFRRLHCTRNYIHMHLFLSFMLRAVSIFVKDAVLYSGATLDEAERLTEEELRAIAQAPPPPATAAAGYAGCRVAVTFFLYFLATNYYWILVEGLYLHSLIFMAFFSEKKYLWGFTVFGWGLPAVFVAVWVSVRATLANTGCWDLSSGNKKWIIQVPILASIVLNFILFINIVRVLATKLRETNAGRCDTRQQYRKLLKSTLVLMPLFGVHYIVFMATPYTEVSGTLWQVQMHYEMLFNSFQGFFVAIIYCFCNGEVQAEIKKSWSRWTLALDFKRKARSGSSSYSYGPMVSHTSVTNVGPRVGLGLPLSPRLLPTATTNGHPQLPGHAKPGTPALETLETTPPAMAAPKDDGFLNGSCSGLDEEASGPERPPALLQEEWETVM
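HEK-293-derived GP2 cells expressing PTHR1 and a GloSensor cAMP reporter, 3,000/well, plated overnight, given luciferin plus IBMX (each 0.5 mM as added) for 1 h at 37 °C, then compound for 1 h at 37 °C. Luminescence was read after 15 min at room temperature.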
Numbers without * were called inactive; i = inactive; u = inconclusive; x = not tested or not shown; & = joins results of further samples; [ ] = another dose, or the depositor's remark. Unless noted, the call rests on the fitted dose curve; in most records, active means well fitted curve in the direction sought with a large enough effect; inconclusive means small, poorly fitted or top-dose-only effect, or another doubt; inactive means no such curve, though single readings can be large; an effect the other way counts as inactive or inconclusive. Some of the compounds tested (hit frequency here may not be typical).

No.	SMILES	GLP1R ag	GLP-1R inv ag	aSyn yeast inh	TDP43 rescue	FUS suppressor
1	NC(=O)/C(=C/c1ccco1)C(N)=S	-2%	-9%	-1%	-15%	-16%
2	COC1CCN(C(=O)c2ccc3oc(Cc4ccc(Cl)cc4)nc3c2)CC1	6%	u	-3%	12%	12%
3	CC[C@]12c3[nH]c4cc(-c5ccco5)ccc4c3CCN1C(=O)[C@@H](CC(=O)NCCCOC)C[C@@H]2C(=O)N1CCN(C(=O)c2ccco2)CC1	1%	10%	0%	10%	u
4	CCCCN1C(=O)C(CC(=O)NC(c2ccccc2)c2ccccc2)CC(C(=O)N(C(C)C)C(C)C)=C1C (stereo unspecified)	24%	u	-1%	23%	41%
5	Cc1nn(C)c(C)c1N=Cc1c(O)ccc2ccccc12	10%	-11%	8%	-37%[inhibitor]	12%
6	CC(C)c1c(C(=O)N/N=C/c2cccs2)nnn1-c1nonc1N	0%	u	-1%	20%	3%
7	COCCNC(=O)C1CCN(C(=O)c2cc3sccc3n2Cc2ccc(Cl)cc2)CC1	x	-4%	x	2%	41%
8	CNC(=O)C1=C(C)Nc2nc3ccccc3n2C1c1cccc(OC)c1 (stereo unspecified)	2%	-3%	-1%	14%	-1%

No.	pAkt inh	DRD3 antagonist	Abeta yeast res	PTHR1 ag
1	i	8	-5%	i
2	i	5	1%	-17%
3	i	0	-1%	-10%
4	i	-14	1%	-20%
5	x	30	-39%[inhibitor]	i
6	i	10	13%	-11%
7	x	x	-4%	-94%[inhibitor]
8	i	1	4%	i

The last 4 entries of the part before open the next one:
No.	SMILES	GLP1R ag	GLP-1R inv ag	aSyn yeast inh	TDP43 rescue	FUS suppressor
5	Cc1nn(C)c(C)c1N=Cc1c(O)ccc2ccccc12	10%	-11%	8%	-37%[inhibitor]	12%
6	CC(C)c1c(C(=O)N/N=C/c2cccs2)nnn1-c1nonc1N	0%	u	-1%	20%	3%
7	COCCNC(=O)C1CCN(C(=O)c2cc3sccc3n2Cc2ccc(Cl)cc2)CC1	x	-4%	x	2%	41%
8	CNC(=O)C1=C(C)Nc2nc3ccccc3n2C1c1cccc(OC)c1 (stereo unspecified)	2%	-3%	-1%	14%	-1%
9	Cc1cc(C)n2nc(-c3ccco3)nc2n1	5%	4%[0.307 µM]	-5%	0%	3%
10	CC1(C(=O)NS(=O)(=O)c2cccc(C#N)c2)CCN1C(=O)Cc1ccccc1 (stereo unspecified)	-7%	-1%	2%	29%	-19%
11	CC(=O)NCCc1nc2ccccc2n1CCOc1ccccc1C	5%	u	3%	0%	3%
12	CON(C)c1nc(OCCNC(=O)COc2ccc(Cl)cc2C)nc(N(C)C)n1	16%	-22%	-6%	-6%	34%
13	Fc1ccc(-c2nnc(SCc3cccnc3)o2)cc1	19%	27%	-7%	-11%	-7%
14	N#CCc1ccccc1C(=O)OCC(=O)N(Cc1ccccc1)Cc1ccccc1	-2%	u	-4%	19%	19%
15	COc1ccccc1CNC(=O)C(=O)NCCC1CCCCN1S(=O)(=O)c1ccc(C)cc1 (stereo unspecified)	-3%	u	-1%	2%	u
16	COc1ccc(Cc2nnc(NC(=O)C3CC(=O)N(c4ccccc4C)C3)s2)cc1OC (stereo unspecified)	4%	4%	-3%	-2%	40%

No.	pAkt inh	DRD3 antagonist	Abeta yeast res	PTHR1 ag
5	x	30	-39%[inhibitor]	i
6	i	10	13%	-11%
7	x	x	-4%	-94%[inhibitor]
8	i	1	4%	i
9	i	-2	14%	-22%
10	i	23	24%	i
11	i	-5	3%	-5%
12	i	15	7%	-5%[57.5 µM]
13	i	-13	-13%	-16%
14	i	25	-6%	i
15	i	2	-7%	i
16	i	-64*	8%	-10%

(more compounds)
No.	SMILES	GLP1R ag	GLP-1R inv ag	aSyn yeast inh	TDP43 rescue	FUS suppressor
17	O=C(NNC(=O)C1CCCO1)c1ccc(Cl)cc1 (stereo unspecified)	-14%	0%	-6%	0%	0%
18	COc1ccc(NC(=O)Nc2cccc3c2O[C@H](CN(C)S(C)(=O)=O)[C@@H](C)CN([C@H](C)CO)C3=O)cc1	4%	10%	-1%	3%	-3%
19	CC1=C(C(=O)N(C(C)C)C(C)C)CC(CC(=O)NCCCN(C)C)C(=O)N1Cc1ccccc1 (stereo unspecified)	-6%	14%	-4%	8%	-11%
20	Cc1cc(C)nc(NC(=O)CSc2nc3ccccc3s2)n1	2%	0%	-5%	0%	14%
21	Cc1cccc(N2CCN(S(=O)(=O)c3nnc(NC(=O)c4ccc(Cl)cc4)s3)CC2)c1	x	5%	x	20%	-14%
22	CC(C)(C)OC(=O)N1CCC[C@@H]1CO	-2%	3%	1%	5%	-40%
23	COC(=O)C(CCSC)NC(=O)c1cc2c(n(-c3ccccc3)c1=O)CC(C)(C)CC2=O (stereo unspecified)	12%	-7%&1%	-9%	-6%&-8%	11%&14%
24	Nc1nc(NCc2ccccc2)nc(Nc2cccc(F)c2)c1[N+](=O)[O-]	18%	74%[activator]	0%	-15%	9%

No.	pAkt inh	DRD3 antagonist	Abeta yeast res	PTHR1 ag
17	i	10	0%	i
18	i	0	-2%	-25%
19	i	-7	-7%	-17%
20	i	-13	-3%	-20%[57.5 µM]
21	x	x	-2%	-21%
22	i	0	21%	i
23	i	0	-12%&-4%	i
24	i	19	-2%	i

Carrying on.
No.	SMILES	GLP1R ag	GLP-1R inv ag	aSyn yeast inh	TDP43 rescue	FUS suppressor
25	O=C(NCCCN1CCOCC1)NC12CC3CC(CC(C3)C1)C2	-6%	0%	7%	4%	-9%
26	CCCCn1c(N)c(N(CC)C(=O)c2ccccc2F)c(=O)[nH]c1=O	-1%	6%	-1%	1%	-20%
27	Cc1cccc(NC(=S)NCC(c2cccnc2)N2CCOCC2)c1C (stereo unspecified)	-2%	0%	-4%	12%	-13%
28	COCCNC(=O)COc1ccc(C)cc1C(=O)c1cc(C#N)c(=O)n(C2CC2)c1	4%	3%	1%	-7%	13%
29	O=C(NC1CC1)c1cc2c(s1)-c1ccccc1OC2	8%	2%	-14%	u	-11%
30	O=c1[nH]c2ccccc2cc1-c1nnn(-c2ccccc2)n1	-2%	19%	-8%	2%	-7%
31	CCCCOC(C)n1cc(F)c(=O)[nH]c1=O (stereo unspecified)	15%	2%	-2%	-21%	13%
32	CCc1ccc(NC(=O)C2CCN(S(=O)(=O)c3c(C)noc3/C=C/c3cccs3)CC2)cc1	x	u	x	9%	12%

No.	pAkt inh	DRD3 antagonist	Abeta yeast res	PTHR1 ag
25	i	-8	6%	i
26	i	4	5%	i
27	i	9	1%	i
28	i	-23	-12%	-14%
29	i	u	-10%	-13%
30	i	-4	-30%	-19%
31	i	0	-2%	-12%
32	x	x	-1%	-19%

(list continues)
No.	SMILES	GLP1R ag	GLP-1R inv ag	aSyn yeast inh	TDP43 rescue	FUS suppressor
33	O=C(NNS(=O)(=O)c1cccc(Cl)c1Cl)c1cccc(S(=O)(=O)N2CCOCC2)c1	-3%	-21%	-10%	1%	12%
34	O=C(Cc1ccccc1)NCCc1cnc[nH]1	6%	24%	0%	-12%	-13%
35	Fc1ccccc1-c1nc(N2CCCCC2)c2ccccc2n1	5%	u	-2%	1%	x
36	Cc1oc(-c2cccc(Cl)c2)nc1CN1CCC(C(=O)N2CCN(c3ccccn3)CC2)CC1	-7%	-35%	-1%	0%	-7%
37	Cc1cc(Cl)ccc1NC(=O)CCS(=O)(=O)c1cc2c(cc1C)NC(=O)CO2	x	3%	x	0%	3%
38	COc1ccc(C(=O)COC(=O)CN2C(=O)C3C4C=CC(C4)C3C2=O)cc1 (stereo unspecified)	3%	-3%	-8%	-8%	-7%
39	O=C(Cn1ncc2c1-c1ccccc1OC2)Nc1nc2ccccc2s1	8%	-30%	-8%	14µM*	-1%
40	CC(NC(=O)c1cc2c(s1)CS(=O)(=O)C2)c1ccccc1 (stereo unspecified)	0%	3%	-4%	-8%	9%

No.	pAkt inh	DRD3 antagonist	Abeta yeast res	PTHR1 ag
33	i	6	24%	-16%
34	i	0	1%	i
35	i	3	19%	-6%
36	i	-51*	-9%	-30%[inhibitor]
37	x	x	1%	-25%
38	i	2	14%	-60%[inhibitor]
39	i	-19	1%	-6%
40	x	-4	-2%	10%

(next part)
No.	SMILES	GLP1R ag	GLP-1R inv ag	aSyn yeast inh	TDP43 rescue	FUS suppressor
41	CSc1c(C#N)c(N)nc2sc(C(=O)c3ccc(Cl)c(Cl)c3)c(N)c12	8%	51%[activator]	-8%	-27%	20%
42	COc1cc2nc(CN3CCC(C(O)(c4ccccc4)c4ccccc4)CC3)[nH]c(=O)c2cc1OC	0%	-6%[7.66 µM]	0%	-16%	24%
43	CCCCNC(=O)C1(C)CCN1C(=O)c1ccc(F)c(C)c1 (stereo unspecified)	-2%	4%	-5%	u	8%
44	COc1cccc(/C=C/C(=O)OCC(=O)NCCC2=CCCCC2)c1	9%	-5%	-2%	u	26%
45	O=C(COC(=O)c1cc(Cl)cc(Cl)c1)NCc1ccco1	9%	-20%	4%	15%	-11%
46	CCCc1nnc(NC(=O)c2cccs2)s1	17%	14%	-7%	22%	-1%

No.	pAkt inh	DRD3 antagonist	Abeta yeast res	PTHR1 ag
41	i	-10	-14%	i
42	i	3	8%	i
43	i	3	-16%	-14%
44	i	6	8%	-11%
45	i	10	0%	-4%
46	i	0	-4%	-5%[57.5 µM]
